EBV LMP1 NFkB – inhibitors of Epstein-Barr LMP1-induced NF-kappaB reporter; LMP1-induced NF-kappaB luciferase reporter cells, luminescence; AID 504558; inhibition, % at 12.5 µM; 350,000 tested, 0.69% active; in the data active = inhibition above about 41%;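 also: 0% = neutral control wells and 100% = reference inhibitor control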
C8 TRAIL sens – caspase-8 TRAIL sensitization; 360,000 tested, 1% active; AID 624354; inhibition (viability loss, TRAIL sensitization), % at 10 µM; NB7+C8 cells + TRAIL, ATPlite viability luminescence;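 active = compounds causing at least 50% loss of cell viability in the single-dose screen, relative to plate controls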
SRC1 inh – inhibits human SRC1 coactivator; HEK293 GAL4-SRC1 luciferase reporter, luminescence; AID 588354; inhibition, % at 3.6 µM; 360,000 tested, 0.12% active; Q15788;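 active = inhibition above the campaign mean plus 3 SD, with each screening campaign given its own cutoff, cut at about 60% in these data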;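 also: 0% = DMSO treated cells and 100% = gossypol at 36 µM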
NOD2 RIPK2 PPI – NOD2-RIPK2 protein interaction inhibition; inhibition, % at 4.98 µM; CHO BLA complementation NOD2-RIPK2, CCF4 ratio; O43353; 360,000 tested, 0.38% active; AID 624267; in the data active = inhibition above about 21%;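 also: 0% = vehicle only and 100% = reference blocker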
SRC2 inh – human SRC2 (NCOA2) inhibition; Q15596; HEK293 GAL4-SRC2 luciferase reporter, luminescence; inhibition, % at 9 µM; 370,000 tested, 0.17% active;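 active = inhibition above the mean inhibition of all tested compounds plus 3 SD, set per campaign, cut at about 52% in these data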;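 also: 0% = DMSO treated cells and 100% = cells given Gossypol at 36 µM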
Target sequence (Q15596 whole entry, looked up, the tested form may be a part): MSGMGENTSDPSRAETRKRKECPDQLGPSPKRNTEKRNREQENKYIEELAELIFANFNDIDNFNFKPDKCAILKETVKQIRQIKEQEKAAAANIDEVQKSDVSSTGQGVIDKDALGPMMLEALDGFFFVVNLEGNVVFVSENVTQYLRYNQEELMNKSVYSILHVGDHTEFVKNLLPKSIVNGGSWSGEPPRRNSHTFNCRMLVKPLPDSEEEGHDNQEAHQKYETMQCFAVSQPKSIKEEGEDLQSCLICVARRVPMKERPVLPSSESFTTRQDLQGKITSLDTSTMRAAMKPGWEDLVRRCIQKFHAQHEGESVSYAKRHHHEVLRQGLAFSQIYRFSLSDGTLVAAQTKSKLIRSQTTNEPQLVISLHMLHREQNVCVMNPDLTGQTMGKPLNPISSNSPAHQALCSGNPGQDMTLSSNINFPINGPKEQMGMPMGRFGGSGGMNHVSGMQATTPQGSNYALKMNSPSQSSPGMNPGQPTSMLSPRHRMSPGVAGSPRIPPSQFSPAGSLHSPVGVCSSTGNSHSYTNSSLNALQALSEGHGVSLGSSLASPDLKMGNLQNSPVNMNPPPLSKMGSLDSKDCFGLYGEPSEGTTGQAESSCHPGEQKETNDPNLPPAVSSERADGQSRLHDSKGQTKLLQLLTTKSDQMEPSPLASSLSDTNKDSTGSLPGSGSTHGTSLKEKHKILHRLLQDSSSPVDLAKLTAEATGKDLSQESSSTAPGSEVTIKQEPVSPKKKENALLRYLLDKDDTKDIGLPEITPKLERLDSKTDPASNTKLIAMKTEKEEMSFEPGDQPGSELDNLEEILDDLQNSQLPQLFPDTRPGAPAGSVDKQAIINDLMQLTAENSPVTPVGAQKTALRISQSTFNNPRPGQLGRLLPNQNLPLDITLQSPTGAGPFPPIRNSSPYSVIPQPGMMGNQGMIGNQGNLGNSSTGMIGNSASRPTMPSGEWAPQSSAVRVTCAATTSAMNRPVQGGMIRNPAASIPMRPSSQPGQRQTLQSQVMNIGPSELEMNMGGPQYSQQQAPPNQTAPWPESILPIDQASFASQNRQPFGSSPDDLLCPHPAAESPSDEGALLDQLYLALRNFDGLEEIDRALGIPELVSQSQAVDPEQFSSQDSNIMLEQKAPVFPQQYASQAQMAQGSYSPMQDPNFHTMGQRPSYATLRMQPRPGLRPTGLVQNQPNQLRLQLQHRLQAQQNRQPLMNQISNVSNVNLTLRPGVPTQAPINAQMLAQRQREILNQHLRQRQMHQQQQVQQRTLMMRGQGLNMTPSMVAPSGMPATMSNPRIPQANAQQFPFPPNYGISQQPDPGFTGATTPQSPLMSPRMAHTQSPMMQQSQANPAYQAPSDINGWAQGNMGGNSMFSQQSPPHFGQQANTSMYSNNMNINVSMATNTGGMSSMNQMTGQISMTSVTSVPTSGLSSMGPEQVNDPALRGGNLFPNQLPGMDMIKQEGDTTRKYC
NR5A2 inv ag – suppresses constitutive activity of human LRH-1; HEK293T StAR-luciferase reporter, LRH-1 transfected, 24 h; inhibition, % at 3.6 µM; 360,000 tested, 0.13% active;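 active = inhibition above the mean inhibition of all tested compounds plus 3 SD, cut at about 73% in these data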;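 also: 0% = DMSO wells and 100% = reporter-only cells lacking LRH-1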
Vif inh – HIV Vif inhibition | HEK293T cells, Vif self-association by quenched fluorescence, imaging, 24 h | inhibition, % at 7.49 µM | 340,000 tested, 0.35% active; in the data active = inhibition above about 50%, passing the limit was not always enough; also: some results filed as inactive read as strong as hits
TLR9-MyD88 inh – inhibitors of human TLR9-MyD88 binding; Q9NR96+Q99836; CHO BLA complementation TLR9-MyD88, CCF4 FRET ratio; inhibition, % at 4.98 µM; 340,000 tested, 0.21% active; AID 504734;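 active = inhibition above the mean over all tested compounds plus 3 SD, cut at about 21% in these data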;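 also: 0% = DMSO only wells and 100% = clavulanate BLA inhibitor control wells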
NCOA3 inh – inhibits human SRC3 coactivator. HEK293 GAL4-SRC3 luciferase reporter, luminescence. inhibition, % at 3.6 µM. 360,000 tested, 0.17% active. Q9Y6Q9;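 active = inhibition above a per-campaign cutoff, the mean of all compounds plus 3 SD, cut at about 60% in these data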;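 also: 0% = DMSO-treated cells and 100% = gossypol-treated cells at 36 µM; higher means less SRC3-driven luciferase light from the GAL4 reporter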
TROY signal inh – TROY signaling inhibition; Q293 LMP1-TROYcd NF-kB luciferase reporter, 4 h; inhibition, % at 10 µM; 360,000 tested, 0.98% active;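 active = compounds whose plate-normalised and pattern-corrected inhibition of the luciferase reporter signal at the single screening dose is 50% or more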
COUP-TFII inh – inhibitors of human COUP-TFII (NR2F2); HEK293T NGFI-A luciferase reporter, luminescence; inhibition, % at 8.6 µM; 370,000 tested, 0.7% active; P24468;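 active = inhibition above a per-plate cutoff, mean inhibition of test wells between control levels plus 3 SD, cut at about 38% in these data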;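 also: cells cotransfected with COUP-TFII expression vector driving the NGFI-A reporter; 0% = median of COUP-TF2 test wells and 100% = reporter-only cells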
Numbers without * were called inactive; x = no result given. These rows are one share of the data; rates above refer to the full screens.

SMILES | EBV LMP1 NFkB | C8 TRAIL sens | SRC1 inh | NOD2 RIPK2 PPI | SRC2 inh | NR5A2 inv ag | Vif inh | TLR9-MyD88 inh | NCOA3 inh | TROY signal inh | COUP-TFII inh
Cc1cc(NC(=O)CCC(=O)N(c2cccnc2)C(C(=O)NC2CCCC2)c2ccccc2)no1 (stereo not drawn) | 1 | -3 | -6 | -4 | -23 | -5 | 12 | 5 | 12 | -5 | 8
CCCCNC(=O)NNC(=O)C1CC1(c1ccccc1)c1ccccc1 (stereo not drawn) | -10 | -23 | 4 | 0 | -19 | 19 | 13 | -8 | -1 | 5 | 19
CCCCNC(=O)CN1C(=O)NC2(CCCc3ccccc32)C1=O (stereo not drawn) | -4 | -4 | 13 | -7 | 31 | 17 | 3 | 2 | 15 | 1 | -3
Cc1ccn(Cc2n[nH]c(=S)n2Cc2ccccc2)n1 | -6 | -5 | -13 | -4 | 1 | 5 | 1 | 1 | 6 | 18 | -2
Cc1ccc(NC(=O)N2CCCC2C(=O)NCCC2=CCCCC2)cc1 (stereo not drawn) | -2 | -10 | 2 | -13 | -9 | 0 | 2 | 0 | 24 | -9 | -2
CCOC(=O)c1sc(NC(NC(=O)c2ccco2)(C(=O)OC)C(F)(F)F)nc1C (stereo not drawn) | -8 | 9 | -15 | -1 | 16 | -7 | 4 | -7 | 9 | 2 | -3
O=C(Cc1cccc(NC(=O)C2CCCN(C(=O)C3CC3)C2)c1)Nc1cccc(C(=O)N2CCOCC2)c1 (stereo not drawn) | 7 | -18 | 12 | -8 | -24 | -9 | 0 | -13 | -17 | -4 | 7
Cc1cc(=O)n2[nH]c(C)c(-c3ccc(Cl)cc3)c2n1 | -8 | 14 | -5 | 6 | 11 | -12 | -3 | -4 | 10 | 5 | 0
O=C(c1ccccc1)N1CCCCC(Sc2nnnn2-c2ccccc2)C1=O (stereo not drawn) | -4 | 11 | 4 | -11 | -21 | -20 | x | -4 | 16 | -1 | -2
O=C(CN(Cc1ccccc1Cl)S(=O)(=O)c1ccc(Cl)cc1)N/N=C/c1ccc(C(=O)O)cc1 | 6 | 14 | -10 | -4 | -4 | 17 | -7 | -7 | 7 | -18 | 7
Cc1noc(C)c1COc1ccc(C(=O)OCC(=O)Nc2ccc3ccccc3c2)cc1 | -2 | 26 | -8 | -9 | -29 | -10 | 5 | -8 | -4 | 5 | -12
C[C@H](NC(=O)[C@@H]1CSC2c3ccccc3C(=O)N21)C(=O)NCCc1ccccc1 (stereo partly drawn) | -11 | -4 | -80 | 5 | -38 | -42 | 0 | 6 | -7 | -9 | -25
COCCn1c(CCc2ccccc2)n[nH]c1=S | -1 | -7 | 4 | 8 | 6 | -7 | 0 | 14 | 6 | 11 | -17
CCN(C(=O)COC(=O)c1nc2nc(C)cc(C)n2n1)C1CCCCC1 | 3 | 13 | 4 | -4 | -26 | -6 | 5 | 5 | -1 | 2 | -7
CCOc1ccc2c(c1)C(c1ccc(C)cc1)=NNC(c1ccc(OC)cc1)=N2 | -14 | 5 | -11 | 3 | -29 | 2 | 0 | 6 | 7 | -27 | 13
COC(=O)C1CCN(CC(=O)Nc2ccc(C(=O)Nc3ccccc3OC)cc2)CC1 | 1 | -5 | -6 | -6 | 6 | -11 | -5 | -8 | -6 | 3 | 0
O=C(CCNC(=O)c1ccc(Cl)cc1)NNC(=O)c1ccc(F)cc1 | -3 | 6 | -11 | 5 | -22 | -3 | -3 | 2 | 0 | -23 | -30
COC(=O)c1ccc(C2/C(=C(/O)c3ccc4c(c3)CC(C)O4)C(=O)C(=O)N2Cc2ccncc2)cc1 (stereo not drawn) | -1 | 5 | 2 | 2 | -2 | -17 | 1 | -3 | -16 | -16 | 6
CCC1(CC)C(=O)N(c2ccccc2)C(=N)N(c2ccccc2)C1=O | 10 | 4 | 4 | -1 | 1 | -7 | -27 | -2 | -13 | -3 | 0
Cc1cc(=O)n2nc(N3CCC(C(=O)NCc4cccc(Cl)c4)CC3)sc2n1 | -10 | -2 | 1 | -1 | -12 | 10 | 3 | -3 | 11 | 2 | 7

The closing 2 records of the part before come first, to join the parts.
SMILES | EBV LMP1 NFkB | C8 TRAIL sens | SRC1 inh | NOD2 RIPK2 PPI | SRC2 inh | NR5A2 inv ag | Vif inh | TLR9-MyD88 inh | NCOA3 inh | TROY signal inh | COUP-TFII inh
CCC1(CC)C(=O)N(c2ccccc2)C(=N)N(c2ccccc2)C1=O | 10 | 4 | 4 | -1 | 1 | -7 | -27 | -2 | -13 | -3 | 0
Cc1cc(=O)n2nc(N3CCC(C(=O)NCc4cccc(Cl)c4)CC3)sc2n1 | -10 | -2 | 1 | -1 | -12 | 10 | 3 | -3 | 11 | 2 | 7
O=C(COc1ccc(C(=S)N2CCOCC2)cc1)Nc1ccccc1C(F)(F)F | 1 | 5 | -5 | -7 | 20 | 9 | 8 | 1 | 6 | 0 | -1
COc1cccc(C(=O)/C=C/Nc2ccc(S(=O)(=O)Nc3cnc4ccccc4n3)cc2)c1 | 1 | 10 | -43 | -2 | -29 | -115 | 2 | -5 | -13 | -29 | -31
O=C(CN1CCOCC1)N1CCOCC1 | 0 | -9 | -23 | -13 | -13 | 6 | 4 | -8 | -20 | -7 | -16
O=C(NC1CC1)c1ccc(CSCc2ccc(Cl)cc2)o1 | 6 | -3 | 11 | -6 | 0 | -33 | -13 | -4 | -4 | -13 | -7
Cc1ccc(CSCC(=O)N(C)CC(=O)Nc2ccccc2Cl)cc1 | 8 | 4 | 3 | -11 | 4 | -2 | -2 | 3 | 3 | -27 | -4
O=C(COC(=O)/C=C/c1cccc(F)c1)NCc1ccc2c(c1)OCO2 | -9 | 0 | 7 | -13 | 0 | -2 | -4 | 5 | 13 | -14 | -1
O=C(COC(=O)Cc1n[nH]c(=O)c2ccccc12)Nc1ncc(Cl)cc1Cl | -3 | -4 | -24 | -8 | -20 | -31 | 3 | -5 | -9 | 6 | 3
Cc1ccc(S(=O)(=O)N[C@H](C(=O)N2CCC(C(=O)N[C@H](C(=O)O)c3ccccc3)CC2)C(C)C)cc1 | -6 | -9 | -8 | -5 | -8 | 17 | -7 | 4 | 8 | 1 | 15
CCOC(=O)c1c(-c2ccccc2)oc2cc(Br)c(O)cc12 | -2 | -4 | -3 | 0 | 5 | 3 | -9 | -8 | 1 | -5 | 15
COc1ccc(OC)c(NC(=O)NNC(=O)COc2ccc([N+](=O)[O-])cc2)c1 | 2 | -10 | 12 | -2 | -16 | 2 | -1 | 1 | 11 | 4 | -3
N#Cc1cc2c(=O)n3ccccc3nc2n(CCCn2ccnc2)c1=N | -11 | 7 | -32 | 7 | -33 | 22 | 2 | 1 | -22 | -10 | -17
O=C(COC(=O)Cc1ccc(Cl)c(Cl)c1)NCc1ccco1 | -1 | -4 | -32 | -6 | -2 | 4 | 17 | -3 | 11 | -1 | -25
CCOc1ccc(-n2c(SCc3ccc(C#N)cc3)nnc2-c2cccnc2)cc1 | 7 | -7 | -4 | 4 | 4 | 4 | -1 | -6 | 3 | 20 | 8
Cc1ccc(CN2CCSCC2)cc1 | 4 | 0 | 10 | -5 | -8 | -8 | 2 | -6 | -13 | 2 | 24
Cn1cnnc1SCC(=O)Nc1ccc2nc(SCc3ccccc3Cl)sc2c1 | -3 | -4 | -36 | 1 | -66 | -22 | -19 | 1 | -26 | -50 | -24
C=CCN(c1ccc(C(=O)Nc2ccc(C)cc2)cc1)S(C)(=O)=O | -4 | -6 | -5 | -4 | -13 | -13 | -12 | 3 | -8 | 4 | 7
CCCCCCCCOC(=O)c1cc([N+](=O)[O-])c(Sc2ncnc3nc[nH]c23)c([N+](=O)[O-])c1 | 8 | 67* | -4 | 18 | 18 | -41 | 15 | -9 | 6 | -4 | 21
COc1ccc(NC(=O)CSCC(=O)Nc2cc(Cl)ccc2N2CCCC2)cc1 | -5 | -5 | -12 | -5 | -23 | 13 | -3 | -7 | 11 | -19 | 3
CCO[C@H]1OC(C(=O)N2CCCCCCC2)=C[C@@H](c2ccc(C(F)(F)F)cc2)[C@@H]1CCCO | -6 | -12 | -50 | -8 | 5 | 10 | -4 | -8 | 11 | -14 | -3
Cc1nonc1OCCNc1ccc([N+](=O)[O-])cc1 | -1 | 8 | -14 | 4 | -9 | 18 | -3 | 5 | 20 | -6 | -5

Sorted by the number under EBV LMP1 NFkB (high to low): 6 of the compounds above.
Molecule	EBV LMP1 NFkB
CCC1(CC)C(=O)N(c2ccccc2)C(=N)N(c2ccccc2)C1=O	10
CCOc1ccc(-n2c(SCc3ccc(C#N)cc3)nnc2-c2cccnc2)cc1	7
O=C(CN(Cc1ccccc1Cl)S(=O)(=O)c1ccc(Cl)cc1)N/N=C/c1ccc(C(=O)O)cc1	6
COc1ccc(OC)c(NC(=O)NNC(=O)COc2ccc([N+](=O)[O-])cc2)c1	2
O=C(CN1CCOCC1)N1CCOCC1	0
O=C(COC(=O)Cc1ccc(Cl)c(Cl)c1)NCc1ccco1	-1

The list continues:
SMILES | EBV LMP1 NFkB | C8 TRAIL sens | SRC1 inh | NOD2 RIPK2 PPI | SRC2 inh | NR5A2 inv ag | Vif inh | TLR9-MyD88 inh | NCOA3 inh | TROY signal inh | COUP-TFII inh
Nc1nonc1-c1noc(COc2ccccc2Cl)n1 | -55 | -5 | -104 | 4 | -65 | -161 | -4 | 4 | -105 | -33 | -60
COC(=O)c1ccc(CO/N=C/c2ccccc2OC)cc1 | 4 | 3 | 8 | -15 | -16 | -3 | 3 | 2 | 0 | -39 | -5
Fc1ccc(Oc2ncccn2)c(F)c1 | -1 | 0 | -17 | -2 | 4 | 0 | 13 | -6 | -12 | 23 | -4
O=C(N[C@H]1CC[C@H](CCNC(=O)C2CC2)O[C@@H]1CO)c1ccccn1 | x | -3 | x | -9 | 17 | 17 | x | x | x | x | -13
CCOC(=O)C(C)c1n[nH]c(=O)c2ccccc12 (stereo not drawn) | -2 | -2 | -8 | -6 | -31 | -18 | 6 | 1 | -17 | -9 | -8
Cc1ccc2nc(CSc3nnc(Nc4ccccc4F)s3)cc(=O)n2c1 | 1 | 29 | -3 | -6 | -19 | 3 | 3 | 0 | -32 | 15 | 0
COC(=O)c1ccccc1-c1ccc(/C=N/NC(=O)c2cc3ccccc3o2)o1 | -2 | -12 | 20 | 3 | 17 | 23 | -8 | 2 | 21 | 7 | -47
Cc1ccc(NC(=O)CN(C)C(=O)c2cc3c(s2)CCCCC3)cc1 | -8 | -1 | -15 | -7 | 14 | 14 | -6 | -8 | -6 | -4 | 3
CCOC(=O)C1=C(COC(=O)c2ccc([N+](=O)[O-])s2)NC(=O)NC1C (stereo not drawn) | -5 | 47 | 1 | -9 | 0 | 21 | -3 | -3 | 1 | -32 | -13
CC(C)C[C@@H]1COc2cccc(N3CCC[C@@H]3CO)c2S(=O)(=O)N1 | x | -7 | x | 4 | -18 | 9 | x | x | x | 3 | -15
Cc1ccc(C)c(NC(=S)N2C3CCCC2CC(NC(=O)C2CC2)C3)c1 (stereo not drawn) | 4 | -6 | -3 | -9 | -8 | 4 | 7 | 5 | 1 | 7 | 5
COc1ccccc1-c1sc2cc3c(cc2c1-c1ccc(OCCN2CCOCC2)cc1)OCO3 | 6 | -6 | 5 | -9 | x | 4 | -3 | -12 | 3 | 5 | x
Oc1ccc(Br)cc1/C=N/N1CCN(Cc2cccc3ccccc23)CC1 | 7 | -11 | 6 | -6 | -13 | 9 | -5 | 7 | 12 | 2 | -6

Screens from PubChem.
